# From PubChem
# Menin MLL FP TR: displaces Texas Red mutant MLL peptide from human menin | Menin + Texas Red MLL mutant peptide, fluorescence polarization | O00255 | Potency, µM (top dose mostly 61.6 µM), for the others: at the highest dose FP activity change, negative = inhibition, hits mostly inhibitors | 270,000 tested, 0.23% active; active means well fitted inhibition curve with a large enough effect in the polarisation, with a control signal flat, not every such curve was filed as active; inconclusive means small, poorly fitted or top-dose-only effect, or effect the other way, or a change in a side signal; inactive means no such curve, though single readings can be large or run the other way; the % refers to the polarisation; further: potency means the concentration at half of the fitted maximal effect; % of control where 0% means no effect; many of its hits are not listed in these tables
# Target sequence (O00255 whole entry, looked up): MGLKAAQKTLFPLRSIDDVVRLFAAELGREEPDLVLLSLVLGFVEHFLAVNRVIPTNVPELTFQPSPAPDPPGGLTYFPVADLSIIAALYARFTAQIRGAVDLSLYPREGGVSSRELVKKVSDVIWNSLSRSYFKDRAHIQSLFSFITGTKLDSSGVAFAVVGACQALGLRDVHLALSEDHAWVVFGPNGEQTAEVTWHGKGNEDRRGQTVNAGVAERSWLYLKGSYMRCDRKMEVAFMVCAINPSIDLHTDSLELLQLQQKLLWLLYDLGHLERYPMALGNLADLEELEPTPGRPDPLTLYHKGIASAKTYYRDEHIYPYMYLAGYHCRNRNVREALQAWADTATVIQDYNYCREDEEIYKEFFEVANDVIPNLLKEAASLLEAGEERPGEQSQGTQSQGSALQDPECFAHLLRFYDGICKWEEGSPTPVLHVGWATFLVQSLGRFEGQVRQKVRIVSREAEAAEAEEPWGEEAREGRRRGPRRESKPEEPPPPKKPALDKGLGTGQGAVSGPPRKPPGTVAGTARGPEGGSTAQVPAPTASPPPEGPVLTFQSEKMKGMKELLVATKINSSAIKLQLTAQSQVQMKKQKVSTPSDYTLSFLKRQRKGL
# a7 integrin act: integrin-mediated muscular dystrophy alleviation activation; alpha7betagal myoblasts, beta-gal FDG fluorescence, 48 h; Potency, µM (doses to about 38.3 µM), for inactives: at the top dose activation, most hits filed as activators; 350,000 tested, 0.064% active;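 further: potency means the concentration at half of the fitted maximal effect; 100% = response of the positive control SU9516; nearly all actives have a fitted effect of over 60% in size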
#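 alpha7betagal+/- myoblasts (passage 13, 250/well) treated 48 h at 37C with compounds at 1:260 dilution of DMSO stock. Lysed, then beta-galactosidase activity read as FDG fluorescence (ex 480/em 540) after 30 min, with pre-read for autofluorescence.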
# TCR act: activates T cell receptor signaling; 330,000 tested, under 10 active; primary human leukocytes, anti-CD3, IL-2 HTRF, 48 h; Potency, µM (series often up to 9.22 µM), without a hit: at the top dose activation of IL-2 secretion, most hits filed as activators; AID 504894; further: % of control where 0% means no effect
#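 Activity was scored as IL-2 release from primary human leukocytes given only a TCR signal (a-CD3 beads) plus compound for 48 hr. Detection used a two-antibody HTRF format read at 665nm.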
# Mito fusion act: mitochondrial division inhibition or fusion activation; 320,000 tested, 0.23% active; Potency, µM (highest dose often 46.1 µM), inactives show top-dose growth rescue (activation), actives largely listed as activators; S. cerevisiae fusion-defective mutant growth rescue, CellTiterGlo 48 h;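 further: potency means the concentration at half of the fitted maximal effect; % of control where 0% means no effect; nearly all actives have a fitted effect of over 45% in size; temperature-sensitive fusion mutants such as fzo1-1 at 37 °C on non-fermentable ethanol glycerol medium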
#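 Compounds are tested for their ability to restore growth of mitochondrial fusion-defective yeast strains at non-permissive 37C in YPEG medium over 48 hours. Viability is quantified by luciferase luminescence.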
# MLL CXXC-DNA inh: MLL CXXC-DNA interaction inhibition | MLL-CXXC / FITC-HOXA9 DNA fluorescence polarization | 290,000 tested, 0.037% active | Potency, µM (series often up to 115 µM), for the others: at the top dose activity change, negative = inhibition, hits mostly inhibitors | Q03164; active means well fitted inhibition curve with a large enough effect in the polarisation, with a control signal flat, not every such curve was filed as active; inconclusive means small, poorly fitted or top-dose-only effect, or effect the other way, or a change in a side signal; inactive means no such curve, though single readings can be large or run the other way; the % refers to the polarisation; further: potency means the concentration at half of the fitted maximal effect
#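 Fluorescence polarization: 7 uM MLL-CXXC (stock) preincubated 5 min with compounds, then 50 nM fluorescein-HOX-A9 DNA (stock) added; 30 min ambient. Buffer 50 mM Tris-HCl pH 7.5, 50 mM NaCl, 1 mM DTT, 0.05% BSA.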
# A-T KAP1 phos: candidate therapy for ataxia-telangiectasia. 320,000 tested, 0.19% active. Potency, µM (top dose mostly 57.5 µM), inactives show at the top dose activation, actives largely listed as activators. […] A-T fibroblasts, KAP-1 phosphorylation AlphaLISA; neocarzinostatin DNA damage 30 min before lysis; further: potency means the concentration at half of the fitted maximal effect; % of control where 0% means no effect; nearly all actives have a fitted effect of over 45% in size
#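 ATM-like activity read as KAP-1 phosphorylation via AlphaLISA donor/acceptor antibody pairs after lysis and 6 hr at 25C. Cells were ATM-null patient fibroblasts ([…], hTERT), dosed 60 min, then exposed to the DSB inducer NCS for 30 min.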
# TSG101-PTAP inh: blocks PTAP/TSG101 interaction to inhibit HIV-1 budding; Q99816; Fluorescence polarization, FITC-PTAP peptide / Tsg101 binding; Potency, µM (titrated, usually from 115 µM), for inactives: at the highest dose activity change, negative = inhibition, most hits filed as inhibitors; 340,000 tested, under 10 active; AID 493005; active means well fitted inhibition curve with a large enough effect in the main read-out, with a control signal flat, not every such curve was filed as active; inconclusive means small, poorly fitted or top-dose-only effect, or effect the other way, or a change in a side signal; inactive means no such curve, though single readings can be large or run the other way; further: potency means the concentration at half of the fitted maximal effect; % of control where 0% means no effect
# Target sequence (Q99816 whole entry, looked up): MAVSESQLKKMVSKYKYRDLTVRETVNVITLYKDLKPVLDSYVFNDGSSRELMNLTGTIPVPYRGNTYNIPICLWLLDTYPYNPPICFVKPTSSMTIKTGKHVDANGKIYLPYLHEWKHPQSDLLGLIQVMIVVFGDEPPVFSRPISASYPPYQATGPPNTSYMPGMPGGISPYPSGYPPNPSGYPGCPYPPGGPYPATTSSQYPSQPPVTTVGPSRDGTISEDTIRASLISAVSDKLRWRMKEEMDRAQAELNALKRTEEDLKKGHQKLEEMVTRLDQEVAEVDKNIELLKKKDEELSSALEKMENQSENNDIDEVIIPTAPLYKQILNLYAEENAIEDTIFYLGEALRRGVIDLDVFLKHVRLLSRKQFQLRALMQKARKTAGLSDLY
#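 Fluorescence polarization binding of Tsg101 binding domain (10 uM final) to FITC-labeled PTAP peptide (50 nM final) in HEPES pH 7.5 buffer with NaCl, Tween 20, EDTA, TCEP. Compounds added before peptide; binding 20 min at RT.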
# MBNL1-CUG inh: blocks human MBNL1 binding to CUG repeat RNA; Q9NR56; TR-FRET MBNL1-His/biotin-(CUG)12 binding, 665/545 ratio; Potency, µM (doses to about 57.5 µM), inactives show at the top dose activity change, negative = inhibition, most hits filed as inhibitors; 280,000 tested, 0.036% active; active means well fitted inhibition curve with a large enough effect in the signal ratio, with a control signal flat, not every such curve was filed as active; inconclusive means small, poorly fitted or top-dose-only effect, or effect the other way, or a change in a side signal; inactive means no such curve, though single readings can be large or run the other way; the % refers to the signal ratio; further: potency means the concentration at half of the fitted maximal effect; on the % scale 0 is the no-effect control and ±100 the full control effect
#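 His-tagged MBNL1 binding to biotinylated (CUG)12 RNA was measured by TR-FRET using terbium anti-His antibody (0.055 ng/ul final) and streptavidin-XL665 (5 nM final). Compounds were titrated 92 nM to 58 uM; 60 min at room temperature.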
# TSHR antagonist: blocks TSH signaling through the human TSH receptor | AID 504810 | 330,000 tested, 0.2% active | P16473 | TSHR-expressing cells, TSH-stimulated cAMP HTRF, 2 h; hits give low values | activity change, negative = inhibition, % at 11.5 µM;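 active means activity change below a set negative limit, meaning inhibition stronger than a set level, cut at about -70% in these data; inconclusive means activity change between two set negative limits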; further: on the % scale 0 is the no-effect control and ±100 the full control effect
#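 Read-out is FRET at 665 nm (cryptate excitation 337 nm) from a cryptate-tagged anti-cAMP antibody, competed by cell cAMP against cAMP-d2. Compounds are tested on freshly harvested TSHR cells challenged with 4nM TSH (EC80) for 2 hours at 37 deg C.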
# ASM inhibitor: inhibitors of human secretory acid sphingomyelinase; P17405; placental ASM, HMU-PC fluorogenic substrate, 60 min; Potency, µM (doses to about 57.5 µM), for the others: at the top dose activity change, negative = inhibition, actives largely listed as inhibitors; 340,000 tested, 0.006% active; further: potency means the concentration at half of the fitted maximal effect
#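 qHTS format. ASM enzyme prepared from human placenta hydrolyses the fluorogenic substrate HMU-PC0 (9 uM final) over 60 min at 37 °C after a 10 min compound preincubation.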
# The depositor's hits bear a star; ? = inconclusive; . = not tested or not shown; [ ] = remark or other dose. Unless noted, the call rests on the fitted dose curve; in most records, active means well fitted curve in the direction sought with a large enough effect; inconclusive means small, poorly fitted or top-dose-only effect, or another doubt; inactive means no such curve, though single readings can be large; an effect the other way counts as inactive or inconclusive.
No.	SMILES	Menin MLL FP TR	a7 integrin act	TCR act	Mito fusion act	MLL CXXC-DNA inh	A-T KAP1 phos	TSG101-PTAP inh	MBNL1-CUG inh	TSHR antagonist	ASM inhibitor
1	CC(SCC(=O)NC12CC3CC(CC(C3)C1)C2)C(=O)O (centres undefined)	-8%	8%	14%[46.1 µM]	-1%	-2%	4%	1%	.	-4	-1%
2	CC(=O)c1ccccc1Oc1ncnc(N)c1[N+](=O)[O-]	-27%	-10%	6%	-13%	-3%	4%	-7%	?	-4	-1%
3	CCN1C(=O)[C@@H]2[C@H](C1=O)[C@@H]1C(=O)Nc3ccccc3C(=O)N1[C@@H]2c1ccccc1	.	2%	-1%	-5%	.	-6%	-3%	.	-2	9%
4	Cc1ccc(CSc2ncnc3c2cnn3-c2ccccc2)cc1	-5%	26%	-6%[46.1 µM]	0%	9%	7%	1%	0%	-11	6%
5	CCOc1cc(C(=O)OCC(=O)c2c(C)[nH]c3ccccc23)ccc1OCC(=O)N1CCOCC1	2%	-31%	7%	0%	-2%	4%	-8%	4%	-4	-4%
6	O=C(CSc1ccc(Cl)cc1)NCc1ccncc1	12%	-12%	6%	-5%	4%	4%	-9%	4%	1	-1%
7	Cc1c(C)c2ccc(OCC(=O)N3CC[C@@]4(O)CCCC[C@H]4C3)c(C)c2oc1=O	?	-7%	-1%	1%	-3%	-5%	-3%	-7%	-14	-5%
8	Cn1c(=O)c2c(ncn2CC(=O)N2CCc3ccccc3C2)n(C)c1=O	0%	21%	0%	3%	7%	6%	1%	-9%	2	4%
9	Cc1ccc(NC(=O)COC(=O)/C=C/c2c(C)nn(-c3ccc(F)cc3)c2Cl)cc1F	8%	17%	7%[46.1 µM]	-1%	-6%	-1%	-1%	?	3	-1%
10	c1ccc(N2CCOCCOCCOCCOCC2)cc1	.	-10%	5%	-3%	0%	-9%	2%	-2%	-9	-3%
11	CCc1[nH]nc(C(=O)NC2CCCc3c2cnn3-c2cc(C)cc(C)c2)c1C (centres undefined)	.	-27%	-6%	-1%	-1%	6%	-2%	-3%	-13	0%
12	COc1ccc2nc(C(C)O)[nH]c2c1 (centres undefined)	5%	16%	6%[46.1 µM]	0%	1%	8%	-3%	-3%	6	-1%
13	O=C(NN=C1C2CC3CC(C2)CC1C3)c1cccc(S(=O)(=O)N2CCOCC2)c1	3%	11%	2%[46.1 µM]	-21%	1%	14%	1%	.	3	0%
14	Nc1nnnn1CC(=O)N/N=C/C=C/c1ccccc1	.	-19%	-9%	-3%	1%	12%	-3%	?	-2	-1%
15	COC(=O)[C@H](CCSC)NC(=O)NCCc1ccccc1F	.	-10%	0%	9%	-3%	-2%	-7%	1%	-1	0%
16	O=C(c1ccc(Cl)nc1)c1cccs1	.	31%	-4%	16%	-5%	3%	-5%	0%	5	-2%
17	COC(=O)c1[nH]c2ccccc2c1NC(=O)CCN1CCSCC1	0%	-11%	3%	-1%	11%	3%	0%	11%	-12	-2%
18	CC(=N/O)/C(C)=N\NC(=O)c1ccccn1	-17%	20%	3%	-7%	16%	3%	-2%	4%	9	4%
19	Cc1cccc(NC(=O)CSc2nnnn2C2CCCC2)c1	-16%	2%	-1%	17%	-7%	0%	-6%	-3%	-15	0%
20	O=C(CCc1nnc(COc2ccccc2)o1)NCCc1cccs1	1%	0%	5%	4%	0%	5%	-1%	7%	5	6%
21	O=C(COc1ccc(F)cc1F)Nc1cccnc1	.	0%	4%	-1%	-10%	30%	-2%	5%	15	2%
22	CC(OC(=O)CCCc1nc2ccccc2s1)C(=O)NC(N)=O (centres undefined)	.	10%	-1%	3%	9%	-1%	-1%	0%	-4	-2%
23	O=C(c1ccc(Cl)nc1)N1CCC(Cc2ccccc2)CC1	.	7%	-3%	13%	-9%	18%	-10%	-8%	-11	-3%
24	COc1ccc(/C=C/C(=O)NNC(=O)c2ccncc2)c(OC)c1	.	-3%	.	2%	.	3%	3%	.	43	0%
25	O=C(CNC(=O)c1ccccc1F)NCCN1C(=O)S/C(=C\c2ccc3c(c2)OCO3)C1=O	.	-15%	4%	-3%	.	5%	0%	.	4	12%
26	COC(=O)CCN(C(=O)c1ccc(Cl)c([N+](=O)[O-])c1)c1ccccn1	.	-41%	-6%	3%	-11%	-6%	-1%	?	12	0%
27	COc1ccc(S(=O)(=O)N2CCNCC2)cc1OC	17%	-20%	-7%	5%	0%	-1%	0%	-16%	3	7%
28	CCn1c(C)nc2cc(C(=O)N/N=C/c3ccccc3C)ccc21	-5%	0%	-4%	0%	3%	8%	-1%	2%	-7	-4%
29	COc1ccc(CNC(=O)CSc2nc3c(oc4ccccc43)c(=O)n2CC2CCCO2)cc1 (centres undefined)	.	8%	-6%	5%	.	-4%	1%	.	-8	1%
30	CC1=C(C(=O)Nc2ccccc2)C(c2cccs2)NC(=O)N1 (centres undefined)	13%	-34%	3%	1%	11%	0%	-2%	-7%	0	0%
31	CCSCC1COC(c2cccn2Cc2ccc(C)cc2)=N1 (centres undefined)	-5%	0%	-59%	-6%	-7%	6%	-2%	-4%	-3	-5%
32	COC(=O)C1OC(OC2CC[C@]3(C)C(CC[C@@]4(C)[C@@H]3CC=C3[C@@H]5CC(C)(C)CC[C@]5(C(=O)OC5OC(CO)C(O)C(O)C5O)CC[C@]34C)C2(C)C)C(O)C(O)C1O[C@H]1OCC(O)C(O)C1O (some centres undefined)	.	9%	5%	.	.	28%	1%	.	-34	?
33	Cc1cccc(N2C(=O)/C(=C\c3ccc(OC(F)F)cc3)c3ccccc3C2=O)c1	-7%	1%	-1%[46.1 µM]	-5%	7%	-2%	-17%	?	10	39%
34	Cc1cc(OCCCC(=O)NNC(=O)c2ccncc2)ccc1Cl	.	-25%	1%	3%	-2%	2%	-10%	6%	-2	-1%
35	Cc1ccccc1C(=O)c1ccc2c(c1)n(C)c(=O)n2C	-6%	9%[7.66 µM]	.	8%	-1%	4%	0%	-18%	10	1%
36	Cc1cc(Cl)ccc1OCc1n[nH]c(=S)n1C1CCCCC1	-10%	-5%	.	?	17%	.	-6%	?	-8	-13%
37	CCOc1ccccc1Nc1nc2ccccc2[nH]1	8%	10%	0%	2%	-2%	8%	-2%	4%	-5	5%
38	CCOC(=O)c1cnn(CCOC(=O)c2cccc(F)c2)c1NC(=O)c1cccc(F)c1	-1%	6%	-2%[46.1 µM]	1%	12%	.	1%	-17%	16	-5%
39	O=S(=O)(NCc1cccs1)c1ccccc1Cl	.	0%	8%	-3%	.	1%	0%	.	-8	0%
40	COc1ccc(-n2c(=O)c3ccccc3n(Cc3cccc(C)c3)c2=O)cc1OC	5%	-18%	0%	?	3%	7%	-2%	-19%	-11	-1%
41	Cc1ccc(-c2cc(-c3ccccc3Cl)c(C#N)c(N)n2)o1	0%	-28%	8%	?	-6%	11%	-4%	29%	-10	.
42	CCC(C)NC(=O)CSc1nc2ccc(N3CCOCC3)cc2c(=O)n1CCc1ccccc1 (centres undefined)	11%	.	.	-1%	-1%	-9%	.	9%	7	.
43	Clc1ccc(C2=Nn3c(nnc3-c3n[nH]c4c3CCC4)SC2)cc1Cl	?	-22%	2%[46.1 µM]	?	5%	-6%	-7%	2%	-15	?
44	Cc1cc(/C=C(\C#N)C(=O)OCC(=O)NC(=O)NC(C)(C)C)c(C)n1CCC(C)C	.	-52%[inhibitor]	-3%	5%	-2%	-4%	1%	16%	-14	0%
45	COC(=O)c1ccccc1Sc1c(/C=N/OCc2ccc(Cl)cc2)c(C(F)(F)F)nn1C	-13%	6%	-14%	-1%	7%	10%	0%	-10%	2	-3%
46	COc1ccc(C(=O)ON=C2c3ccccc3-c3ccccc32)cc1OC	13%	30%	-7%[46.1 µM]	2%	1%	17%	-1%	?	32	-1%
47	O=C(CCC(=O)N/N=C/c1cc(Cl)cc(Cl)c1O)NCc1ccccc1	?	-28%	3%	2%	2%	2%	0%	13%	-18	.
48	CCOc1ncccc1C(=O)N=c1sccn1C	3%	3%	-5%	0%	26%	0%	-1%	-6%	6	11%
49	CN(C)CCCNC(=O)c1ccc2[nH]c3ccccc3c2c1	-12%	-14%	-3%	2%	7%	-6%	-9%	-9%	9	0%
50	CCOc1ccc(/C=N/NC(=S)NC2CC3CC2C2C=CCC32)cc1 (centres undefined)	.	8%	7%	1%	5%	-8%	20%	-2%	15	-8%

# An excerpt; rates above refer to the full screens.
